Nrf2 activator: activators of Nrf2 (ARE) signaling; AREc32 ARE-luciferase reporter (MCF7-derived line), luminescence, 24 h; Potency, µM (top dose mostly 46.1 µM), without a hit: top-dose activation, actives largely listed as activators; actives 0.31% (n = 410,000); AID 624171; also: % of control where 0% means no effect; nearly all actives have a fitted effect of over 65% in size
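Cells of the AREc32 ARE-luciferase line are plated in OPTI-MEM containing 5% FBS and left overnight at 37 deg C. Compounds are pinned in, incubation continues 24 hr, and firefly luciferase signal is then measured.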
HepG2 viability: counter-screen for TGF-b inhibitors: cytotoxicity in HepG2 cells; actives 0.76% (n = 410,000); Potency, µM (series often up to 46.1 µM), for the others: at the top dose activity change, negative = cytotoxicity, hits mostly cytotoxic; HepG2 CAGA-GFP viability, ATP luminescence, 18 h; AID 588856; also: some results filed as inactive show a strong effect at the top dose
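HepG2 CAGA-GFP cells (1000/well, DMEM with 1% FBS) received compound, then TGF-beta at 500 pg/mL final, and were incubated 18 hours at 37 degrees C. Viability was read by CellTiter-Glo luminescence. Media-only wells were set as complete cell-killing and DMSO as no toxicity.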
A549 tox: A549 cytotoxicity, counter-screen for Nrf2 inhibitors. A549 ARE-Fluc cells, CellTiter-Fluor viability, 18-24 h. Potency, µM (doses to about 46 µM), for the others: top-dose activity change, negative = cytotoxicity, hits mostly inhibitors. actives 0.16% (n = 390,000). AID 504648; also: % is scaled to controls: 0 for no effect and ±100 for the full control effect
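A549 ARE_Fluc cells in 5% FBS OPTI-MEM were exposed to compounds in concentration-response for 18-24 h at 37 deg C. Viability was read by CellTiter-Fluor fluorescence (Ex 405/Em 525) after 30 min, before the luciferase read.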
MCF10A rerep: inducers of DNA re-replication in MCF 10A breast cells; Potency, µM (series often up to 46.1 µM), without a hit: at the highest dose activity, positive = re-replication, usual class: activators; actives 2.9% (n = 350,000); AID 624296; MCF 10A DNA re-replication, Hoechst nuclear intensity, 48 h; also: % of control where 0% means no effect; nearly all actives have a fitted effect of over 50% in size
ATXN2 expr inh: ATXN2 expression inhibition; HEK-293 ATXN2-luciferase reporter, luminescence, 24 h; Potency, µM (doses to about 57 µM), without a hit: top-dose activity change, negative = inhibition, usual class: inhibitors; actives 0.72% (n = 360,000); AID 1745845; also: % is scaled to controls: 0 for no effect and ±100 for the full control effect; nearly all actives have a fitted effect of over 55% in size
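qHTS (up to 57 uM final) was run with 24 h compound exposure of reporter cells at 37 °C. Each well was multiplexed: SteadyGlo luminescence measured ATXN2-luciferase expression after a fluorogenic Gly-Phe-AFC viability readout (25 uM final).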
Nrf2 block: Nrf2 pathway inhibition. AID 504444. A549 ARE-Fluc reporter, luciferase luminescence, 18-24 h. actives 2.1% (n = 360,000). Potency, µM (doses to about 46 µM), without a hit: top-dose activity change, negative = inhibition, usual class: inhibitors; also: % is scaled to controls: 0 for no effect and ±100 for the full control effect; nearly all actives have a fitted effect of over 60% in size
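In this cell-based qHTS, ARE-driven firefly luciferase in A549 cells reports Nrf2 activity; the luminescent signal after BugLite lysis is the measured value, with a prior CellTiter-Fluor read for cell health.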
S2 tox: cell viability loss in ATXN counter-screen | actives 0.49% (n = 400,000) | Potency, µM (series often up to 56.7 µM), usual class: cytotoxic | S2 cells (HEK-293 line with an ATXN2-luciferase reporter) viability, CellTiter-Fluor protease fluorescence, 24 h; also: nearly all actives have a fitted effect of over 40% in size
TGFb SMAD3 inh: blocks TGF-b signaling | HepG2 CAGA-GFP TGF-b/SMAD3 reporter, GFP fluorescence, 18 h; TGF-beta stimulated, 500 pg/mL final | actives 1.2% (n = 410,000) | Potency, µM (titrated, usually from 46.1 µM), inactives show at the highest dose activity, negative = inhibition, most hits filed as inhibitors | AID 588855; also: % is scaled to controls: 0 for no effect and ±100 for the full control effect; nearly all actives have a fitted effect of over 65% in size
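HEPG2 CAGA-GFP cells (1000/well, DMEM with 1% FBS) were pre-incubated 2 h at 37 degrees C, given compound by pin tool, then stimulated with TGF-beta at 500 pg/mL final for 18 h before per-cell GFP fluorescence imaging.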
EPAC2 antagonist: antagonists of human EPAC2; Potency, µM (series often up to 114 µM), for the others: at the highest dose activity, negative = inhibition, most hits filed as inhibitors; actives 0.18% (n = 360,000); EPAC2 GEF exchange of Rap1B-BODIPY-GDP, fluorescence; AID 720708; also: % is scaled to controls: 0 for no effect and ±100 for the full control effect; nearly all actives have a fitted effect of over 45% in size; many of its hits are not listed in these tables
Target sequence (Q8WZA2 whole entry, looked up): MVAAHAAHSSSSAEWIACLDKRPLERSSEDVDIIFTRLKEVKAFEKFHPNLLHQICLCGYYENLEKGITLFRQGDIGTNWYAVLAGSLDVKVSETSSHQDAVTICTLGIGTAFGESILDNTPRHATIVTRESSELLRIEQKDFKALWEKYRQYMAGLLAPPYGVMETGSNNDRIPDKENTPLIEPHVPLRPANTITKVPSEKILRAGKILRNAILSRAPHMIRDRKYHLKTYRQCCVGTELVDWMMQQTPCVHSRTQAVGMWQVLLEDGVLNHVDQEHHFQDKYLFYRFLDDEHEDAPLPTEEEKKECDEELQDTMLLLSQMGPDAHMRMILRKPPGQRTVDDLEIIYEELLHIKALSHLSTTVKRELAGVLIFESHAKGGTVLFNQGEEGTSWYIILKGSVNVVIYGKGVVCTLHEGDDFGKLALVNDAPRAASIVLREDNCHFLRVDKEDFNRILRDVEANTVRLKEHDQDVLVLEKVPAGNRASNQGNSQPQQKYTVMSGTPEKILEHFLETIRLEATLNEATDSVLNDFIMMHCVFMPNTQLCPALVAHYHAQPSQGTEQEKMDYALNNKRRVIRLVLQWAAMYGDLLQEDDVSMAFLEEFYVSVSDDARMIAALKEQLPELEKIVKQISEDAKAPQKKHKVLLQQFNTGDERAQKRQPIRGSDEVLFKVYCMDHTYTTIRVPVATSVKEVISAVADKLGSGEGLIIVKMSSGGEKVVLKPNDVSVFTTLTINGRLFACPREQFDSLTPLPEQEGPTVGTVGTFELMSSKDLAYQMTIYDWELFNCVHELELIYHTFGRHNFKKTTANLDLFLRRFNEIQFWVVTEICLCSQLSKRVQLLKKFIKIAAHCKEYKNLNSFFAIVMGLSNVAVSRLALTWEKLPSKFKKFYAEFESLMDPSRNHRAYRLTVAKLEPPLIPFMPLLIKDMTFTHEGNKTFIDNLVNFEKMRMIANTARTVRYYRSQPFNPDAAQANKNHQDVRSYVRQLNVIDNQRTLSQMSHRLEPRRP
* marks the source's active call; other numbers are inactive results; i = inactive; ? = inconclusive; nt = no result given; & = joins results of further samples; [ ] = remark or other dose. Calls follow the shape of the dose curve; as a rule, active = well fitted curve in the direction sought with a large enough effect; inconclusive = small, poorly fitted or top-dose-only effect, or another doubt; inactive = no such curve, though single readings can be large; an effect the other way counts as inactive or inconclusive. Potency is read from the fitted curve at half-maximal effect.

SMILES	Nrf2 activator	HepG2 viability	A549 tox	MCF10A rerep	ATXN2 expr inh	Nrf2 block	S2 tox	TGFb SMAD3 inh	EPAC2 antagonist
CC1=C(C#N)C(c2cccnc2)C2=C(CC(C)(C)CC2=O)N1 (configuration not stated)	-1.1%	13%	-2%	0%	6%	3%	i	0%	7%
O=S1(=O)c2ccccc2Nc2ccccc21	-0.2%	-13%	0%	1%	13%	9%	?	11%	1%
O=P(O)(CCc1ccccc1)C(O)c1ccccc1 (configuration not stated)	2.3%	-19%	-11%	-9%	1%	26%	i	-1%	-11%
CCn1c(SCCN2CCCCC2)nc2c1c(=O)n(C)c(=O)n2C	0.3%	1%	1%	8%	-6%[2.22 µM]	12%	i	8%	7%
CCCCSc1nnc(-c2ccc(NC(=O)CCc3ccccc3)cc2)n1C	0.1%	31%&14%	10%	11%	-7%	-8%	i	2%&-4%	-2%
COc1cc(C2C(C#N)=C(N)Oc3cc(C)n(CCc4ccccc4)c(=O)c32)cc2c1OCO2 (configuration not stated)	0.0%	-3%	1%	?	-4%	5%	i	0%	1%
CCOc1ccc(NC(=O)c2cccc3c2C(=O)N(CC2CCCO2)C3)cc1 (configuration not stated)	-0.4%	4%	10%	1%	-3%	-9%	?	-13%	-9%
CNC(=S)N1N=C(c2ccccc2)CC1c1ccc(OC)c(OC)c1 (configuration not stated)	-0.2%	-29%	-1%	-3%	10%	11%	i	-5%	-1%
NC(=O)Nc1ccc(C(=O)OCC(=O)NCc2ccc3c(c2)OCO3)cc1	-0.3%	-17%	17%	8%	nt	-12%	i	-10%	2%
COc1cc2c(cc1OC)C(C(=O)NCc1ccco1)C1c3ccccc3CCN1C2=O (configuration not stated)	3.5%	-5%	1%	0%	-5%	-7%	i	-6%	-1%
CCN(CC)CCCNS(=O)(=O)c1ccc(OC)cc1	0.3%	-14%	17%	-3%	5%	-9%	i	-12%	-5%
CC(=O)N1CCN(C(=O)C(Cc2ccccc2)NC(=O)c2ccccc2)CC1 (configuration not stated)	0.0%	-5%	-4%	8%	nt	-3%	i	3%	1%
CC(=O)c1c(C(C)=O)c(C)n(Cc2ccccc2)c1C	-0.4%	-4%	-14%	29%	-18%	?	i	-11%	-1%
COc1ccccc1Nc1nc(N)nc(N)c1S(=O)(=O)c1ccccc1	7.8%	-56%	-3%	nt	-1%	2%	?	?	nt
COCCN(Cc1cc2cc(C)ccc2[nH]c1=O)S(=O)(=O)c1ccc(Cl)cc1	0.5%	-16%	-12%	2%	-8%	7%	i	-22%	8%
Nc1ccc2c(c1Cl)C(=O)c1ccc(N)c(Cl)c1C2=O	15%	-15%	-14%	-2%	nt	?	i	-16%	-25%
CCOC(=O)N1CCN(c2ncc(C(F)(F)F)cc2Cl)CC1	-0.9%	-16%	8%	0%	-37%	?	i	-5%	6%
Cc1ccc(CSc2nnc(CCNC(=O)OC(C)(C)C)o2)cc1	4.2%&-0.9%	-27%&-17%	0%&6%	13%	-14%	6%&25%	i	-25%&10%	6%
CN(C)C(=O)C(Sc1ccc(S(=O)(=O)N2CCCC2)cn1)c1ccccc1 (configuration not stated)	-1.1%	-2%	-1%	4%	-22%	-25%	?	0%	3%
CCCCOP(=O)(c1ccc(N(C)C)cc1)C(O)c1ccncc1 (configuration not stated)	-0.2%	-8%	11%	3%	3%	?	i	-4%	-4%
COc1ccc(CN2CCN(C(=O)CC(C)C)CC2)cc1OC	-0.3%	-1%	-5%	0%	-10%	-11%	i	-7%	-7%
O=C(NCc1ccccc1)c1ccc(NC2=NC3CS(=O)(=O)CC3S2)cc1 (configuration not stated)	-0.1%	-29%	5%	-9%	18%	0%	i	-10%	7%
Cc1cc(Nc2nc3ccccc3nc2Cl)n(-c2ccc([N+](=O)[O-])cc2)n1	11%	-29%	-25%	3%	?	?	?	?	2%
CC(=O)Nc1ccc(N2C(=O)CC(Sc3nc(C)cc(C)n3)C2=O)cc1 (configuration not stated)	-0.9%	-1%	8%	3%	-9%	7%	i	3%	-1%
N#CC1=C(N)Oc2n[nH]c(-c3ccncc3)c2C1c1ccsc1 (configuration not stated)	16%	-15%	6%	9%	-4%	4%	i	-1%	-6%
COc1ccc(NC(=O)NCc2cccnc2)c(OC)c1	-0.1%	-19%	7%	-3%	1%	-3%	i	-13%	2%
COc1ccc(NC(=O)C(=O)NCCc2csc3nc(-c4ccccc4F)nn23)cc1OC	6.0%	-2%	1%	nt	0%	nt	i	-2%	nt
COc1ccc(CNC(=O)C(c2ccc(C)o2)N(C(=O)c2snc(C(N)=O)c2N)c2ccccc2OC)cc1 (configuration not stated)	2.1%	1%	-1%	?	2%	-18%	i	6%	-7%
COc1ccc(C2OCC3(CO2)SC(=O)NC3=O)cc1OC (configuration not stated)	-0.7%	11%	-18%	1%	-1%	-8%	i	4%	8%
N=c1n(CCN2CCCCC2)c2ccccc2n1CC(=O)c1cccs1	5.6%	-50%	-21%	?	?	0%	i	?	-1%
CCc1nnc(NC(=O)c2cccc(OC)c2)s1	-1.0%	0%	-3%	0%	3%	nt	i	0%	-1%
Cn1c(CNC(=O)c2ccco2)nnc1SCC(=O)Nc1ccc(Br)cc1F	-0.4%	-9%	-1%	-66%[inhibitor]	-2%	-5%	i	-7%	22%
Cc1ccc(Cl)cc1NC(=O)c1oc2ccc(S(=O)(=O)N3CCCCC3)cc2c1C	0.4%	-24%	14%	nt	0%	nt	i	1%	nt
O=C(N/N=C/c1cc(Br)c(O)c([N+](=O)[O-])c1)C(O)(c1ccccc1)c1ccccc1	-0.5%	12%	-14%	?	-4%	11%	?	-11%	?
Cn1ccc2c(N3c4ccccc4CCc4ccccc43)cc3c(c21)C1CCC3C1 (configuration not stated)	1.8%	-7%	nt	nt	0%	nt	?	?	-3%
CCC(C)NC(=O)CN(c1ccc(OC)cc1)S(=O)(=O)c1ccc(NC(C)=O)cc1 (configuration not stated)	-0.1%	-7%	-1%	?	6%	7%	i	-7%	0%
COc1cc(OC)cc(-c2c(C#Cc3ccsc3)c3cc(-c4cc(OC)c(OC)c(OC)c4)ccc3n2C)c1	-0.7%	8%	1%	1%	6%	-9%	i	-2%	2%
COc1ccc(N2CCN(S(=O)(=O)c3ccc(C(=O)NCc4ccco4)cc3)CC2)cc1	-0.2%	-18%	-1%	4%	-10%	-10%	i	-22%	9%
Cc1ccc(S(=O)(=O)N2CCN(C(=O)COC(=O)c3c(C)cc(C)cc3C)CC2)c(C)c1	2.4%	-4%	-12%	12%	7%	?	i	-12%	-4%
COc1ccc(/C=N/NC(=O)OC(C)(C)C)cc1OC	1.3%	13%	7%	0%	-4%	8%	i	5%	0%
Cc1ccc(CNC(=O)C2CC(c3cccc([N+](=O)[O-])c3)=NO2)cc1 (configuration not stated)	0.9%	0%	7%	2.1µM*	3%	10%	i	?	-9%
COc1ccccc1C(=O)n1nc(-c2ccco2)nc1SC	-0.1%	-19%	-9%	?	5%	-17%	i	-6%	-1%
O=C(NCCc1ccc(Cl)cc1)c1ccc2c(c1)N(Cc1ccccc1F)C(=O)c1ccccc1S2(=O)=O	-1.2%	-6%	-9%	nt	15%	?	i	1%	nt
CCN(CC)C(=O)c1cccc(-c2csc(C(NC(C)=O)c3ccc(F)c(F)c3)n2)c1 (configuration not stated)	5.6%	-17%	nt	nt	-4%	nt	?	-5%	-18%
Cc1ccc(NC2=NCCCCC2)cc1	-0.3%	-3%	0%	-2%	5%	-7%	i	0%	2%
CCOc1ccc(CCNC(=O)c2sc3nc4n(c(=O)c3c2C)CCC4)cc1OCC	0.2%	-83%	-6%	1%	7%	-7%	i	?	11%
CCCCOc1ccc(C2(C)NC(=O)NC2=O)cc1 (configuration not stated)	1.1%	8%	-4%	7%	-5%	1%	i	0%	-2%
CC1(C)CC(=O)C2=C(C1)N(Cc1ccco1)C(=O)C2(NC(=O)c1ccc(Cl)cc1Cl)C(F)(F)F (configuration not stated)	-0.5%	-5%	2%	-4%	23%	nt	i	10%	-4%
Cc1cc(/C=C(\C#N)c2nc3ccccc3[nH]2)c(C)n1C	3.6%	-16%	-10%	9%	10%	-19%	?	-8%	20%
COc1ccc(OC)c(NC(=O)c2cc(S(=O)(=O)N3CCCCC3)c[nH]2)c1	0.5%	-21%	-4%	11%	-10%	-24%	i	-17%	-1%
COc1ccc(-n2c(/C=C/c3c(C)[nH]c4ccccc34)nc3ccccc3c2=O)cc1	0.0%	-12%	8%	nt	-10%	?	i	21%	nt
Cc1cc(C)nc(/N=c2/ssnc2Cl)c1	-0.3%	0%	-2%	?	?	?	i	9%	7%
CCOC(=O)CCNc1n[nH]c(=O)[nH]c1=O	-2.2%	0%	2%	0%	4%	-6%	i	8%	6%

Single records, from the list above:
Results for CCN(CC)C(=O)c1cccc(-c2csc(C(NC(C)=O)c3ccc(F)c(F)c3)n2)c1 (configuration not stated) = Nrf2 activator = 5.6%; HepG2 viability = -17%; A549 tox = nt; MCF10A rerep = nt; ATXN2 expr inh = -4%; Nrf2 block = nt; S2 tox = ?; TGFb SMAD3 inh = -5%; EPAC2 antagonist = -18%
Results for Cc1cc(/C=C(\C#N)c2nc3ccccc3[nH]2)c(C)n1C = Nrf2 activator = 3.6%; HepG2 viability = -16%; A549 tox = -10%; MCF10A rerep = 9%; ATXN2 expr inh = 10%; Nrf2 block = -19%; S2 tox = ?; TGFb SMAD3 inh = -8%; EPAC2 antagonist = 20%
Results for O=C(NCCc1ccc(Cl)cc1)c1ccc2c(c1)N(Cc1ccccc1F)C(=O)c1ccccc1S2(=O)=O = Nrf2 activator = -1.2%; HepG2 viability = -6%; A549 tox = -9%; MCF10A rerep = nt; ATXN2 expr inh = 15%; Nrf2 block = ?; S2 tox = i; TGFb SMAD3 inh = 1%; EPAC2 antagonist = nt

Source: PubChem BioAssay (National Center for Advancing Translational Sciences (NCATS))

The list is partial. The share of hits here may be higher or lower than overall.
